DYRK1A inh: inhibitors of rat Dyrk1A kinase. Q63470. ADP-Glo luminescence, NFATc1 peptide. inhibition, % at 12.5 µM. actives 0.43% (n = 310,000). AID 504441; in the data active = inhibition above about 50%;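 also: plate controls were vehicle with enzyme for no effect and no enzyme for full effect; many of its hits are not listed in these tables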
Platelet DG rel: modulates dense granule release in human platelets; human platelet-rich plasma, SFLLRN dense granule ATP release, luminescence; inhibition, %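 (compounds screened at 7.5 µM in platelet-rich plasma)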; actives 0.22% (n = 300,000); AID 1663;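 active = mean replicate score, as percent of positive control, at or above 50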
KLF5 inhibitor: suppresses KLF5 promoter-driven expression; inhibition, % at 5 µM; DLD-1 KLF5 promoter-luciferase reporter, luminescence; actives 0.23% (n = 290,000);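 active = inhibition above a per-plate limit of that plate's mean compound inhibition plus 3 SD, cut at about 60% in these data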;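 also: 0% = DMSO wells and 100% = LY294002 at 200 µM; higher means less KLF5 promoter-driven luciferase light; inactives centre near -14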
GSK3 alpha inh: blocks human GSK-3 alpha kinase; P49840; ADP-Glo luminescence, 60 min; inhibition, % at 10 µM; AID 2650; actives 0.1% (n = 320,000);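 in the data active = inhibition above about 50%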;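 also: GST-tagged GSK-3 alpha with peptide substrate and 25 µM ATP; 0% = DMSO neutral wells and 100% = GW8510 positive control wells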
Target sequence (P49840 whole entry, looked up): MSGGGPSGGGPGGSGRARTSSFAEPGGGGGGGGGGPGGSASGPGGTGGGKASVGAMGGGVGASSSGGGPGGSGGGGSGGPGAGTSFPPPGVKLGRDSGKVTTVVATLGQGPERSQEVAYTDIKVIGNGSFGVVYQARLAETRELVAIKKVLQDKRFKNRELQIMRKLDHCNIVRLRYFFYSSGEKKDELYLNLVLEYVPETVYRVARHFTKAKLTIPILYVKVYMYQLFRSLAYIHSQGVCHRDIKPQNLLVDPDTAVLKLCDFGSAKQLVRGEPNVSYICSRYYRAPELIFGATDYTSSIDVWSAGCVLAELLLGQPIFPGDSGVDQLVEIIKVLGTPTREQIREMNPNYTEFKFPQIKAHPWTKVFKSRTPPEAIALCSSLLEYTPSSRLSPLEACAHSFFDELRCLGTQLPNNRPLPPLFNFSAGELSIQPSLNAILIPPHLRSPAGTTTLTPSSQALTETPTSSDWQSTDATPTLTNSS
HSP90 inh: HSP90 refolding inhibition in rabbit reticulocyte lysate | luciferase refolding luminescence, 3 h | inhibition, % at 5.6 µM | actives 0.91% (n = 290,000) | AID 1789;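 active = inhibition above the screen-wide mean plus 3 SD, computed separately per campaign, cut at about 16% in these data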;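 also: 0% = DMSO wells and 100% = 60 µM geldanamycin wells; inhibitors lower the luminescence because luciferase stays unfolded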
IEC-6 tox: kills IEC-6 intestinal cells in KLF5 counter-screen. IEC-6 cytotoxicity, luminescence viability. actives 0.78% (n = 290,000). inhibition, % at 5 µM. AID 1825; in the data active = inhibition above about 22%;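 also: 0% = plate median of test compound wells and 100% = cytotoxic reference compound wells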
HSF-1 act: increases HSF-1 driven luciferase reporter signal. NIH3T3-HGL HSF-1 luciferase reporter, MG132, 8 h; 100% = twice DMSO control signal. activation, % at 9 µM. actives 1.7% (n = 300,000). AID 504408;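 active = mean replicate activation of at least 50% with a set share of replicates each reaching 50%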;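 also: 0% = median of the neutral control wells and 100% = twice that signal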
aSyn UTR inh: 5' untranslated region of α-synuclein, MLPCN primary screen; actives 0.82% (n = 300,000); inhibition, % (tested at 7.5 µM); alpha-synuclein 5'UTR reporter, inhibitor activity; in the data active = inhibition above about 60%;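 also: H4 neuroglioblastoma cells stably carrying SNCA 5'UTR luciferase fusion; 0% = DMSO wells and 100% = positive control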
HSF1 inhib: HSF1 inhibition; activity change, negative = inhibition, % at 7.5 µM (by protocol); AID 2098; actives 0.77% (n = 300,000); NIH3T3-HGL HSE-luciferase, MG132-induced, luminescence 8 h; stronger effect = lower value;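 active = more than half of replicate wells show activity change below -50%, luminescence cut by over half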;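 also: luciferase reports HSF-1 transcriptional activity via heat shock element; 0% = median of DMSO wells and -100% = zero luminescence signal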
GSK3beta inhib: human GSK3beta kinase inhibition. AID 2097. P49841. GST-GSK3beta kinase, ADP-Glo luminescence, 60 min; stronger effect = lower value. actives 0.038% (n = 300,000). activity score (negative = inhibition), % at 10 µM;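 active = more than half of replicate wells score below -50%, meaning over 50% inhibition versus plate controls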;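 also: 0% = median DMSO wells and -100% = median GW8510 positive control wells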
Target sequence (P49841 whole entry, looked up): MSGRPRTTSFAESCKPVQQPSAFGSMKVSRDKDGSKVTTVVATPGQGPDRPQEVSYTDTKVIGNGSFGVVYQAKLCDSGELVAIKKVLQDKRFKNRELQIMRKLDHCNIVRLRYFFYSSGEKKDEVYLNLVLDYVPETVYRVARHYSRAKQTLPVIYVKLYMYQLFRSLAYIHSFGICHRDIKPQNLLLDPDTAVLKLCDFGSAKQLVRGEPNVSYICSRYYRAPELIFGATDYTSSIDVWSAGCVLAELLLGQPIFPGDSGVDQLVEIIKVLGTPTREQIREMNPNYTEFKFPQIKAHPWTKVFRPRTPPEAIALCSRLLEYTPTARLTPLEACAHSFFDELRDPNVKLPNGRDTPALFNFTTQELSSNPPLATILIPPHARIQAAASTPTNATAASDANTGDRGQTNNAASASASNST
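Test system: GST-tagged human GSK3beta kinase, cell-free; evaluation: activity score scaled between in-plate DMSO and GW8510 controls; measured by: ADP-Glo luminescence; incubation: 60 min reaction, RT; benchmarks: DMSO and 20 µM GW8510; reagent: peptide substrate plus 25 µM ATP (final); medium: Tris/MgCl2 kinase buffer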
Active calls of the source: *; nt = no result given. A portion of the library. The share of hits here may be higher or lower than overall.

Each structure is followed by: DYRK1A inh	IEC-6 tox	GSK3 alpha inh	HSP90 inh	Platelet DG rel	GSK3beta inhib	HSF-1 act	aSyn UTR inh	KLF5 inhibitor	HSF1 inhib
- O=C(N1CCOCC1)N1CCC(NC(=O)C23CC4CC(CC(C4)C2)C3)CC1
 : -0.9	-2.2	0.9	-0.7	-1.3	1.9	18.5	-11.9	-36.2	5.4
- CC(C)c1ccc(NC(=O)COc2ccc(C3SCCS3)cc2)cc1
 : -3.2	-3.9	-1.4	-2.9	-13.4	-0.1	15.1	4.1	-13.0	-10.0
- CCOc1ccc(NC(=O)CC(Cc2ccc(Cl)cc2)C(=O)O)cc1 (stereo not drawn)
 : -0.4	5.3	-5.8	3.4	-7.0	3.7	-30.7	10.9	-12.9	-16.1
- O=C(O)c1cc(S(=O)(=O)Nc2ccc(OCc3ccccc3)cc2)ccc1Br
 : 0.1	-6.4	-6.6	-3.4	7.9	1.7	0.1	-9.1	-28.6	-12.9
- CCO[C@@H]1OC(C(=O)O)=C[C@H](c2csc3ccccc23)[C@H]1CCCO
 : 3.5	5.9	-4.3	6.8	1.6	0.2	-24.0	8.3	-20.1	3.0
- CCOC(=O)C1(C(=O)OCC)CC1c1ccccc1 (stereo not drawn)
 : -3.9	5.4	-0.2	2.6	3.4	2.0	-2.2	-15.5	8.6	8.7
- CSc1nc(N2CCOCC2)c2c(c1C#N)CCCCC2
 : 26.9	-3.7	18.2	0.6	-58.6	-1.8	4.8	30.3	-23.6	-2.0
- COc1cc(NC(=O)c2ccc([N+](=O)[O-])cc2)ccc1NC(=O)C(C)C
 : 2.9	2.7	-2.2	1.5	2.8	-0.6	-1.7	-4.8	-8.4	-4.7
- Cc1nc(NS(=O)(=O)c2cccc([N+](=O)[O-])c2)sc1C(C)(C)C
 : 0.3	-5.0	-2.1	-0.6	0.4	0.6	9.4	14.5	-15.8	0.9
- CCOC(=O)N1CCN(C(=O)c2ccccc2N(C)S(C)(=O)=O)CC1
 : nt	-2.0	-9.1	-0.3	-5.4	3.6	2.1	8.4	-2.1	-4.0
- CCc1ccc(NC(=O)c2cc(C)no2)cc1
 : 11.0	1.0	-1.1	-1.4	-4.2	2.8	34.9	-59.0	-124.0	13.7
- Clc1ccc(C[n+]2csc3ccccc32)cc1
 : -0.8	-1.0	-1.7	1.9	nt	nt	nt	nt	-9.3	nt
- Nc1nc(SCC(=O)NCCCN2CCOCC2)nc2sc3c(c12)CCC3
 : -6.5	-2.2	-0.7	-0.8	8.4	4.2	-3.4	1.7	-9.1	2.3
- O=C(NCCO)/C(=C/c1cccc([N+](=O)[O-])c1)NC(=O)c1ccco1
 : 4.6	-1.6	-0.3	2.1	-4.2	-0.7	-9.1	11.2	-29.8	-9.8
- Cc1sc2nc(SCC(=O)NCc3cccs3)[nH]c(=O)c2c1C
 : -0.9	-1.1	-3.1	3.2	-0.2	0.6	6.1	-4.9	-29.7	8.8
- NC(CSCc1cccc(Br)c1)C(=O)O (stereo not drawn)
 : 1.6	6.3	-0.4	4.0	0.6	0.2	78.6*	-15.9	-20.1	39.2
- COC(=O)C1=CN(CCCN2CCCC2=O)C=C(C(=O)OC)C1c1cccs1
 : 1.1	2.3	-0.9	-1.8	-6.4	1.7	21.3	8.4	-9.6	2.2
- O=c1[nH]cnc2c1nnn2Cc1ccccc1
 : 1.0	4.5	0.9	-2.0	-0.6	4.9	-2.0	6.8	-47.7	-1.9
- CCC(C)[C@H](NC(=O)N1CCn2c1nc1ccccc12)C(=O)NCc1ccc(OC)cc1 (stereo partly drawn)
 : 0.1	4.2	0.0	5.7	-5.2	0.1	15.8	29.2	1.6	11.5
- CCOc1ccc2nc(SCC(=O)N3CCN(C(=O)c4ccco4)CC3)sc2c1
 : 10.0	-5.1	3.5	2.5	0.5	-0.5	11.2	0.9	-27.9	0.1
- COC(=O)CN1C2=NCCCN2c2ccccc21
 : 2.2	-6.0	-2.6	-4.2	0.2	0.2	-3.3	-14.1	-21.4	-0.6
- OCCN1CCN(CCOc2cccc(Cl)c2)CC1
 : -4.3	-1.1	-1.1	-1.2	3.1	2.8	-16.0	4.1	-27.8	-3.4
- COc1ccc(/C=N/NC(=S)Nc2cccc(C(=O)O)c2)cc1OC
 : 6.6	5.0	1.2	11.5	-6.1	1.6	29.3	21.3	7.1	-10.6
- O=S(=O)(NCC1CCN(Cc2ccccc2)CC1)c1ccccc1C(F)(F)F
 : 3.3	-2.1	0.8	1.1	-0.6	-1.4	5.3	0.2	-28.9	-4.6
- Nc1nc(SCc2ccc([N+](=O)[O-])cc2)nc2nc3c(cc12)CCCC3
 : -2.1	6.6	-4.2	1.8	-5.7	0.9	22.8	9.3	35.8	10.4
- Nc1ccccc1SCC1CSc2nc3ccccc3c(=O)n21 (stereo not drawn)
 : 0.7	-2.9	-0.5	0.0	-4.6	-1.7	0.1	-8.8	-4.1	-4.3
- COc1ccc(NC(=O)Cc2cccc3ccccc23)cc1
 : 1.3	-0.3	-1.1	-0.1	-5.3	2.6	-4.2	-2.2	-14.4	-2.9
- CC1(C)Cc2cccc(OCC(=O)N3CCN(S(=O)(=O)c4ccc(F)cc4)CC3)c2O1
 : -3.2	2.9	4.9	2.6	-4.5	1.1	10.3	20.6	-7.1	-5.0
- COc1ccc(/C=N/NC(=O)CO/N=C(\C)c2cccs2)cc1
 : 18.4	1.8	-1.7	-0.1	-3.0	3.0	6.3	-20.0	-22.7	2.3
- c1ccc2c(c1)CCc1c-2nc2ccccc2c1N1CCOCC1
 : -1.1	-3.1	0.3	1.0	-0.8	1.4	16.5	33.0	-23.3	8.4

Arranged by count of non-hydrogen atoms (low to high): 3 of the compounds above.
Each structure is followed by: DYRK1A inh	IEC-6 tox	GSK3 alpha inh	HSP90 inh	Platelet DG rel	GSK3beta inhib	HSF-1 act	aSyn UTR inh	KLF5 inhibitor	HSF1 inhib
- Clc1ccc(C[n+]2csc3ccccc32)cc1
 : -0.8	-1.0	-1.7	1.9	nt	nt	nt	nt	-9.3	nt
- Nc1ccccc1SCC1CSc2nc3ccccc3c(=O)n21 (stereo not drawn)
 : 0.7	-2.9	-0.5	0.0	-4.6	-1.7	0.1	-8.8	-4.1	-4.3
- CCOc1ccc(NC(=O)CC(Cc2ccc(Cl)cc2)C(=O)O)cc1 (stereo not drawn)
 : -0.4	5.3	-5.8	3.4	-7.0	3.7	-30.7	10.9	-12.9	-16.1

Later entries.
Each structure is followed by: DYRK1A inh	IEC-6 tox	GSK3 alpha inh	HSP90 inh	Platelet DG rel	GSK3beta inhib	HSF-1 act	aSyn UTR inh	KLF5 inhibitor	HSF1 inhib
- Cc1ccc(C(=O)C(C)OC(=O)CN2C(=O)NC3(CCCC3)C2=O)cc1C (stereo not drawn)
 : -2.4	nt	-1.5	nt	3.7	-0.8	-1.8	5.4	nt	-5.1
- COc1ccc(CN(C(=O)c2ccco2)c2ccc(Br)cc2)cc1OC
 : -2.3	-3.8	-2.0	-3.4	-4.6	3.3	18.2	-9.8	-22.5	11.0
- Cc1ccc(S(=O)(=O)c2cc3c(=O)n4cccc(C)c4nc3n(CC3CCCO3)c2=N)cc1C (stereo not drawn)
 : -8.5	-2.2	1.3	8.5	0.8	0.7	-12.5	22.6	-32.9	-1.9
- CN(NC(=O)c1c(Cl)cccc1Cl)c1cccc(Cl)n1
 : nt	-1.5	-0.7	0.0	1.1	1.0	-7.3	31.7	-0.9	-0.7
- Cc1ccc(S(=O)(=O)c2c(C(=O)c3ccccc3)cnc3cc4c(cc23)OCCO4)cc1
 : -8.3	4.9	-3.1	1.4	-0.5	0.1	-74.4	-38.5	-17.3	-66.4*
- Cc1ccc(NC(=O)c2nn(C34CC5CC(CC(C5)C3)C4)cc2[N+](=O)[O-])cc1
 : -3.8	6.4	-3.3	4.9	5.9	-1.0	1.8	7.6	3.9	6.8
- O=C(CN1CCCc2ccccc21)N/N=C/c1ccc(F)cc1F
 : 1.3	-5.6	-2.0	-3.7	-1.2	-0.9	-13.4	9.8	3.9	-17.9
- O=c1c(N2CCOCC2)nsnc1N1CCOCC1
 : 2.3	-1.5	-1.5	0.0	3.8	-1.8	-18.1	4.2	-31.9	-2.1
- CCOc1ccc2nc(C)cc(C(=O)O)c2c1
 : -1.8	-6.7	-3.0	4.6	-4.1	0.9	nt	8.2	-3.3	nt
- COc1ccc(C(CNC(=O)C2CC2)N(C)C)cc1 (stereo not drawn)
 : -1.3	3.8	1.4	0.0	5.7	-2.0	1.9	-21.6	-0.7	0.3
- O=C(CS(=O)CC(=O)N(c1cccc(F)c1)C(C(=O)NC1CCCCC1)c1ccco1)Nc1ccc(F)cc1 (stereo not drawn)
 : -4.7	-0.4	-0.4	-3.6	6.4	1.4	4.0	20.0	-12.5	-16.1
- CCC(C(=O)NCc1ccc(C)o1)n1nc(C)c2c(C)n(-c3ccccc3)nc2c1=O (stereo not drawn)
 : -0.8	5.1	0.5	-1.3	3.8	1.6	7.3	-16.0	8.8	0.1
- C=CCOc1ccc(CN(C)CC(O)COc2cccc3ccccc23)cc1 (stereo not drawn)
 : 3.1	5.4	-1.6	-1.4	4.7	nt	1.1	-1.6	-2.1	1.7
- CCOC(=O)CN1N=C(c2ccc(Cl)cc2)CCC1=O
 : 6.1	-1.7	-4.2	0.1	-10.7	-3.2	16.0	-0.8	-18.1	-5.2
- Cc1cc(C)cc(C(=O)NCC(=O)OCC(=O)Nc2cccnc2Cl)c1
 : nt	2.1	-0.4	-2.6	8.7	0.6	-4.4	-18.9	-12.6	-7.2
- Oc1ccccc1/C=N/N1CCCCC1
 : -2.6	4.7	-1.3	3.0	16.0	0.2	-8.5	-76.9	-21.6	-3.6
- CN1CCN(C(=O)/C(C#N)=C/c2ccc(OC(F)F)cc2)CC1
 : -4.7	-7.4	nt	0.2	nt	nt	nt	nt	-12.3	nt
- CC(C)(C)C(O)C(Cc1ccccc1Cl)n1cncn1 (stereo not drawn)
 : 7.4	-0.3	-3.9	4.4	-4.4	5.4	-10.0	0.5	-7.0	-6.7
- O=C(Nc1ccccc1Cl)c1ccc2nccnc2c1
 : 12.9	0.0	4.9	-0.8	10.7	nt	30.0	-96.4	-109.7	7.2
- O=C(NCc1ccccc1)c1cccc(NS(=O)(=O)c2cccc3cccnc23)c1
 : 2.3	7.6	-2.3	2.5	3.4	-1.1	5.6	2.1	3.9	0.5
- COc1cc(NC(=O)CSc2nnc(NC(C)C)s2)cc(OC)c1OC
 : 1.4	2.4	-1.7	1.2	0.8	0.6	18.8	4.4	-5.0	-8.1

Bioassay records: PubChem BioAssay, several laboratories
